Source: PubChem BioAssay (several laboratories)
TRPC4 potent = positive allosteric modulators of TRPC4, primary screen, cell-based, mouse TRPC4beta, HEK293 mu-opioid, Fluo-4 calcium | B-score at 10 µM | Short transient receptor potential channel 4 (Mus musculus), Q9QUQ5 | AID 2227, 2009 | 310,000 tested, 0.42% active | DAMGO EC20, Fluo-4 Ca2+ flux; hits give high values;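 active = B-score of calcium response area above 5 SD of library B-scores, with initial fluorescence ratio within 5 SD of library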;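 also: B-score of integrated fluorescence ratio over time as area under calcium response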
SKKanGAS inh = S. pyogenes SKKanGAS growth inhibitors in kanamycin, primary screen, streptokinase expression inhibitor project, SKKanGAS strain, BacTiter-Glo luminescence; 6 h; inhibition, % at 7.5 µM; 300,000 tested, 1.3% active; AID 1662, 2009;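 active = mean replicate score, as percent of positive control median, at least 50; inconclusive = mean below 50 but one replicate at or above 50; inactive = mean and every replicate below 50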;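 also: strain carries kanamycin resistance gene driven by streptokinase promoter and grows in 40 µg/ml kanamycin; loss of luminescence reflects streptokinase promoter inhibition or plain growth inhibition; 0% = median of DMSO wells and 100% = positive control at its reference dose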
TRPC4 inh = inhibitors of mouse TRPC4 channel, primary screen, Fluo4 calcium, HEK293 TRPC4beta/mu-opioid cells; 300,000 tested, 0.39% active; DAMGO-evoked Fluo4 calcium flux; hits give low values; Short transient receptor potential channel 4 (Mus musculus), Q9QUQ5; B-score at 10 µM;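 active = B-score over 3 SD under the library average, no early fluorescence shift, positive overall ratio signal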
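material = TRPC4beta/mu-opioid receptor HEK293 cell line | probe or stimulus = sequential submaximal and maximal DAMGO stimulation | compound dosing = one concentration per compound | measured by = Fluo4 Ca2+ flux fluorescence | evaluation = integrated fluorescence ratio relative to baseline, converted to per-well B score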
TRPC6 activator = mouse TRPC6 channel activators, primary screen, cell-based, HEK293, membrane potential dye. Short transient receptor potential channel 6 (Mus musculus), Q61143. HEK293-TRPC6 membrane potential dye fluorescence; hits give high values. B-score at 10 µM. 310,000 tested, 0.13% active. AID 2550, 2010;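 active = B-score of the integrated fluorescence ratio above library mean plus 3 SD, and starting fluorescence ratio within library mean plus 5 SD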;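 also: higher score means more depolarization so channel activation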
Target sequence (Q61143 whole entry, looked up): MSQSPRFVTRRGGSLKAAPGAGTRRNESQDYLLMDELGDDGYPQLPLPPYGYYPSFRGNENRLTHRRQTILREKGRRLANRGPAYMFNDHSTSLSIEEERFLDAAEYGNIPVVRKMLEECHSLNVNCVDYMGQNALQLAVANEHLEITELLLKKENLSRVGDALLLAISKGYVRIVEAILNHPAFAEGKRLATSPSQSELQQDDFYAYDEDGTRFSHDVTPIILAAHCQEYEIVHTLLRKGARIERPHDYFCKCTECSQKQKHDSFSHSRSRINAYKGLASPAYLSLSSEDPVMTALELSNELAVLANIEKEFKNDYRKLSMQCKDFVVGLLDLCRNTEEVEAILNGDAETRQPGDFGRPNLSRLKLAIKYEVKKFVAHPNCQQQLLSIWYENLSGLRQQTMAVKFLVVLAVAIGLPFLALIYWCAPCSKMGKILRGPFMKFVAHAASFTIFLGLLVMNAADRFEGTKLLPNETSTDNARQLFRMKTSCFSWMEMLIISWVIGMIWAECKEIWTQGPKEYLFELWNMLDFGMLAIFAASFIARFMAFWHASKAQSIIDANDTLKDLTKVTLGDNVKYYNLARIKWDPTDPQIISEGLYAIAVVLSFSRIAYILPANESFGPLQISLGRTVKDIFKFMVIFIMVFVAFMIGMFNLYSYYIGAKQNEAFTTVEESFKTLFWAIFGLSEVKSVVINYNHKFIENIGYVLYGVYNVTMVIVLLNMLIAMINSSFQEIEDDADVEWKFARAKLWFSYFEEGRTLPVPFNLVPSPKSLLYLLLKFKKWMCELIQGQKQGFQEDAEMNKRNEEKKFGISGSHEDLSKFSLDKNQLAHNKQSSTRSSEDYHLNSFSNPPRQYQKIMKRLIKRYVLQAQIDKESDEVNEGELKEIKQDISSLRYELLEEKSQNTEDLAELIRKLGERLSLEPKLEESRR
MrgX1 antag = antagonists of human MrgX1 receptor, primary screen, HEK293 cells, Fluo-4 calcium flux. Mas-related G-protein coupled receptor member X1 (Homo sapiens), Q96LB2. BAM8-22 antagonism; hits give low values. B-score at 10 µM. 310,000 tested, 1.3% active. AID 588676, 2011;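 active = calcium-response B-score plate-corrected more than 3 library SD below zero, starting fluorescence within 5 deviations, no agonist response on first addition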;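 also: peak minus trough fluorescence over baseline after final BAM8-22 challenge near maximal dose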
KLF5 inhibitor = KLF5 expression inhibitors, primary screen, DLD-1 cells, luminescence | 290,000 tested, 0.23% active | DLD-1 KLF5 promoter-luciferase reporter | inhibition, % at 5 µM;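 active = inhibition above a per-plate limit of that plate's mean compound inhibition plus 3 SD, cut at about 60% in these data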;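 also: 0% = DMSO wells and 100% = LY294002 at 200 µM; higher means less KLF5 promoter-driven luciferase light; inactives centre near -14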
HIF activator = HIF pathway transcriptional activators, primary screen, cell-based, U2OS HRE-luciferase, luminescence; AID 1910, 2009; 300,000 tested, 0.32% active; activation, % at 7.5 µM (by protocol); U2OS HRE-luciferase reporter; normalized: DMSO 0%, desferrioxamine 100%;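 active = mean activation of at least 10% of the iron chelator positive control signal, with at least half of replicates also reaching 10%; inconclusive = mean and replicate majority disagree about reaching 10%; inactive = mean and most replicates under 10%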
TRPC6 inh = mouse TRPC6 channel inhibitors, primary screen, cell-based, HEK293, membrane potential dye; B-score at 10 µM; ACh-evoked depolarization; hits give low values; Short transient receptor potential channel 6 (Mus musculus), Q61143; AID 2553, 2010; 310,000 tested, 1.1% active;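 active = B-score under library mean minus 3 SD, initial fluorescence not abnormally high, positive integrated signal ratio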;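 also: B-score derived from integrated fluorescence ratio over the kinetic read; more negative B-score means stronger inhibition of depolarization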
aSyn 5UTR inh = MLPCN primary screen, SNCA 5' untranslated region; 300,000 tested, 0.82% active; inhibition, % (tested at 7.5 µM); AID 1813, 2009; alpha-synuclein 5'UTR reporter, inhibitor activity; in the data active = inhibition above about 60%; inconclusive = no clear call, values can overlap the other calls;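 also: H4 neuroglioblastoma cells stably carrying SNCA 5'UTR luciferase fusion; 0% = DMSO wells and 100% = positive control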
TRPC4 act = activators of mouse TRPC4 channel, primary screen, Fluo4 calcium, HEK293 TRPC4beta/mu-opioid cells; 310,000 tested, 0.49% active; Fluo4 calcium fluorescence; hits give high values; B-score at 10 µM; Short transient receptor potential channel 4 (Mus musculus), Q9QUQ5;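 active = B-score above 5 SD of library B-scores, and initial fluorescence ratio not above library mean plus 5 SD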;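 also: positive B-score marks a calcium rise read as TRPC4 activation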
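Test system: HEK293 cells stably co-expressing mouse TRPC4beta and mu-opioid receptor | Schedule: Fluo4 dye loading 45 min at room temperature, 110 s recording | Measured by: Kinetic Fluo4 calcium fluorescence, 5 s baseline at 1 Hz | Evaluation: B score of integrated ratio | Controls: Buffer (low) and maximal DAMGO (high)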
IEC-6 tox = cytotoxicity in IEC-6 intestinal epithelial cells, primary screen, cytotoxicity control for KLF5 inhibitor project, cell-based, luminescence | inhibition, % at 5 µM | IEC-6 cytotoxicity, luminescence viability | 290,000 tested, 0.78% active; in the data active = inhibition above about 22%;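 also: 0% = plate median of test compound wells and 100% = cytotoxic reference compound wells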
* marks the source's active call; other numbers are inactive results; i = inactive; ? = inconclusive; . = not tested or not shown.

Structure | TRPC4 potent | SKKanGAS inh | TRPC4 inh | TRPC6 activator | MrgX1 antag | KLF5 inhibitor | HIF activator | TRPC6 inh | aSyn 5UTR inh | TRPC4 act | IEC-6 tox
O=C(OCC(=O)N1CCCC1)c1cc(F)c(F)cc1Cl | i | 11 | i | i | i | -5 | 0.2 | i | -12 | i | 10
Cc1ccc(NS(=O)(=O)c2coc(C(N)=O)c2)cc1F | i | -3 | i | i | i | 1 | 0.2 | i | 6 | i | -1
Cc1ccc(S(=O)(=O)N(CC(=O)NCc2ccco2)C2CCCCC2)cc1 | i | 3 | i | i | i | -23 | . | i | 11 | i | 6
COc1ccccc1S(=O)(=O)Cc1ccc(C(=O)NCc2cccs2)o1 | i | 8 | i | i | i | 7 | 0.0 | i | 17 | i | -5
O=C(c1oc(=O)c2ccccc2c1-c1ccccc1)N1CCC(O)CC1 | i | -7 | i | i | i | -18 | -0.2 | i | 22 | i | 1
COc1ccc(CCNC(=O)Cn2c(=O)[nH]c3ccsc3c2=O)cc1OC | i | -2 | i | i | i | -22 | -0.9 | i | 0 | i | -10
Cn1cc(C(=O)C(=O)NCCc2ccccc2)c2ccccc21 | i | -8 | i | i | i | -31 | 0.2 | i | -48 | i | 5
Cc1ccc(-n2nc3c(N4CCC(C(=O)N5CCN(C)CC5)CC4)nnc(C)c3c2C)cc1 | i | 3 | i | i | i | -21 | 0.0 | i | 27 | i | -1
O=c1[nH]ncc(N/N=C\c2ccc(O)cc2O)c1Cl | i | -4 | i | i | i | -7 | 0.3 | i | -16 | i | 8
O=C1c2ccccc2C(=O)N1c1n[nH]c(CCc2ccccc2)n1 | i | -3 | i | i | i | -27 | -0.3 | i | -7 | i | -5
O=C(NCc1ccccc1)NC(=O)c1ccncc1 | i | -2 | i | i | i | -13 | -0.3 | i | 1 | i | -4
O=C(CCC(=O)Nc1ccccc1)N/N=C/c1ccccc1F | i | 2 | i | i | i | 5 | 0.5 | i | -31 | i | -1
CC1CCCN(S(=O)(=O)c2ccc(C(=O)Nc3nnc(C4CC4)o3)cc2)C1 (stereo not drawn) | i | ? | i | i | i | 9 | -0.3 | i | 50 | i | 12
CSc1ccc(-c2ccco2)nn1 | i | . | i | i | i | -64 | . | i | . | i | -6
C=CCNC(=S)N1CCc2[nH]c3ccccc3c2C1 | i | -4 | i | i | i | -32 | 0.1 | i | 8 | i | 0
COc1cccc2sc(N(CCCN(C)C)C(=O)c3ccc(S(=O)(=O)N4CCc5ccccc5C4)cc3)nc12 | i | 15 | i | i | i | -22 | -2.8 | i | 94* | i | -5
Cn1c2c(c(=O)n(C)c1=O)C(C(F)(F)F)(C(F)(F)F)N=C(C1CCCCC1)N2 | i | 0 | i | i | i | -5 | -0.1 | i | 37 | i | 1
COc1ccc(S(=O)(=O)NCCCN2CCCC2=O)c(OC)c1 | i | 4 | i | i | i | -22 | -0.2 | i | 1 | i | -4
O=C(Cn1c(-c2ccco2)nc2ccccc21)N1CCCCC1 | i | 0 | i | i | i | -10 | 0.0 | i | -19 | i | -4
COc1ccc(/C=C/c2ccc3c(Br)ccc(O)c3n2)cc1 | i | 85* | i | i | i | -95 | 0.5 | i | -151 | i | 6
Cn1cc(/C=C/c2nc3ccccc3c(=O)n2-c2cccc([N+](=O)[O-])c2)c2ccccc21 | i | 9 | i | i | i | -20 | 0.2 | i | -25 | i | -2
O=C(O)CCCN1C(=O)/C(=C\c2ccc(-c3nc4ccccc4s3)o2)SC1=S | 19* | ? | i | i | -8* | 6 | -0.3 | i | -83 | i | -10
O=C(NNC(=O)c1oc2ccccc2c1-n1cccc1)c1ccco1 | i | -7 | i | i | i | -6 | -0.3 | i | -5 | i | -9
O=C(COc1ccccc1)Nc1cccc(-c2nn[nH]n2)c1 | i | 9 | i | i | i | -18 | -0.1 | i | -14 | i | -1
O=C(O)C1(c2ccccc2)CCN(S(=O)(=O)c2ccc(Cl)cc2)CC1 | i | 0 | i | i | i | -21 | -0.3 | i | 11 | i | -2
CN(C)CCNC(=O)c1ccccc1-c1cc2ccccc2c(=O)o1 | i | 10 | i | i | i | -33 | 0.2 | i | -3 | i | 0
CSCCC(NC(N)=O)C(=O)Nc1ccc2ccccc2c1 (stereo not drawn) | i | -10 | i | i | i | -10 | -0.1 | i | 20 | i | 6
CCOC(=O)NC(=O)CSc1nnc(SCCC(=O)O)s1 | i | 0 | i | i | i | -15 | 0.3 | i | 1 | i | 1
COc1cc(C2NC(=S)NC(C)=C2C(=O)Nc2ccc(C)cc2)ccc1O (stereo not drawn) | i | 4 | i | i | i | -79 | 2.9 | i | -171 | i | 11
CCN1CCN(c2c(Cl)cccc2NC(=O)c2ccc3c(c2)OCCO3)CC1 | i | -12 | i | i | i | -27 | -0.1 | i | 16 | i | 1
CCOC(=O)N/N=C(\C)c1cccs1 | i | 0 | i | i | i | -17 | 0.8 | i | -67 | i | 4
CN1C(=O)/C(=C/c2ccccc2OCc2ccccc2)NC1=S | i | -10 | i | i | i | -22 | 0.2 | i | 9 | i | -3
CNC(=O)c1cc(C(=O)c2ccccc2C(F)(F)F)c[nH]1 | i | -8 | i | i | i | -16 | 0.1 | i | 11 | i | 4
Clc1ncccc1-c1nnn(-c2ccccc2Br)n1 | i | 14 | i | i | i | -25 | 1.0 | i | -40 | i | 2
COc1ccc(/C=C2/C(=O)N=C(N)N2C)cc1OC | i | 7 | i | i | i | -31 | -0.1 | i | -2 | i | -1
CCC(C)NC(=S)N1CCN(Cc2ccccc2)CC1 (stereo not drawn) | i | 3 | i | i | i | 12 | 0.0 | i | 17 | i | -3
CC1=NN(c2ccc(Br)cc2)C(=O)/C1=C/c1cccs1 | i | 1 | i | i | i | 11 | 0.2 | i | 18 | i | 6
COc1ccc(C(=O)NCCS(=O)(=O)NCc2ccco2)cc1 | i | -8 | i | i | i | . | -0.3 | i | 2 | i | .
C(=C\c1ccccc1)/C=N/Nc1nc2ccccc2[nH]1 | i | 17 | i | i | i | -23 | 8.0 | i | -275 | i | 6
Fc1cccc(Nc2nc3ccccc3n3nnnc23)c1 | i | -6 | i | i | i | 11 | 1.5 | i | -32 | i | 6
Cc1ccc(CNS(=O)(=O)c2ccc3c(c2)CCN3C(=O)CCCC(=O)O)cc1 | i | -3 | i | i | i | -42 | -0.2 | i | -2 | i | -9
Cc1cccc(NC(=O)C2CCCN(S(=O)(=O)c3cccc4nsnc34)C2)c1 (stereo not drawn) | i | 21 | i | i | i | -45 | -0.1 | i | -4 | i | -4
CN(C)c1ccc(CNc2nc(-c3ccccc3)nn2S(C)(=O)=O)cc1 | i | 3 | i | i | i | 26 | 0.1 | i | -16 | i | 0
O=C1C2CC=C(Cl)CC2C(=O)N1CCN1CCOCC1 (stereo not drawn) | i | 2 | i | i | i | -31 | -0.4 | i | 13 | i | 3
COc1ccc(NS(=O)(=O)c2cc(NC(=O)C3CCCCC3)ccc2N2CCOCC2)cc1 | i | -22 | . | i | i | -15 | -0.5 | i | -4 | i | 5
CC(OC(=O)/C=C/c1cccc(C(F)(F)F)c1)C(=O)NC1CCCCC1C (stereo not drawn) | i | -5 | i | i | i | . | -0.2 | i | 16 | i | .
COc1ccc(-n2nc([N+](=O)[O-])c(=NCc3ccc4c(c3)OCO4)n2O)cc1 | i | 7 | i | i | i | -64 | 7.3 | i | -109 | i | 0
Cn1nnnc1SCc1ccc(C(=O)Nc2nccs2)cc1 | i | -15 | i | i | i | -57 | 0.1 | i | -12 | i | -2
COc1cc(OC)cc(C(=O)NC(=S)NNC(=O)[C@H]2C[C@@H]2c2ccccc2)c1 | i | 105* | i | i | i | 6 | 0.1 | i | 13 | 192* | -2
Cc1ccc(OCCN2CCN(C(=O)CCC(=O)Nc3nnc(CC(C)C)s3)CC2)cc1 | i | 0 | i | i | i | -5 | 0.6 | i | -6 | i | -1

(listing goes on)
Structure | TRPC4 potent | SKKanGAS inh | TRPC4 inh | TRPC6 activator | MrgX1 antag | KLF5 inhibitor | HIF activator | TRPC6 inh | aSyn 5UTR inh | TRPC4 act | IEC-6 tox
CCC(C(=O)Nc1ccncc1)c1ccccc1 (stereo not drawn) | i | 1 | i | i | i | -48 | -0.6 | i | -7 | i | -1
C=CCn1c(SCC(=O)c2cc(C)n(CCOC)c2C)nc2sc(C)c(C)c2c1=O | i | -1 | i | i | i | -21 | -0.2 | i | 0 | i | 5
COc1ccc(C2(CNC(=O)c3ccc(OC)c([N+](=O)[O-])c3)CCCCC2)cc1OC | i | 6 | i | i | i | -17 | -1.0 | i | 14 | i | -3
CC(=O)Nc1ccc2c(c1)nc1n2CCSC1 | i | -6 | i | i | i | -26 | -0.2 | i | -3 | i | 10
On1cnnc1-c1ccccc1 | i | 2 | i | i | i | -2 | 0.0 | i | 7 | i | 1
COCCN(C(=O)CSc1nnc(-c2ccc(C)c(C)c2)o1)c1c(N)n(CC(C)C)c(=O)[nH]c1=O | i | -2 | i | i | i | . | 0.7 | i | 6 | i | .
CCN(CC)C(=O)CSc1ncccc1-c1nc2ccccc2[nH]1 | i | . | i | i | i | 10 | -0.2 | i | -33 | i | 3
Cc1nc(-c2ccccc2)sc1-c1ccnn1C | i | -9 | i | i | i | -76 | 2.3 | i | -111 | i | 2
O=C(/C=C/c1ccc(Br)cc1)Nc1ccc(S(=O)(=O)Nc2ncccn2)cc1 | i | 8 | i | i | i | -25 | -0.4 | i | 31 | i | -4
